H9c2 TAG inh: reduces triacylglycerol accumulation in H9c2 cells; Nile Red lipid (TAG) fluorescence; cells loaded with 200 µM oleic acid; inhibition, % at 12.5 µM; hit rate 0.66% among 230,000;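 active = pattern-corrected inhibition of lipid staining of at least 50% with the nuclear-stain viability signal not falling by more than 50%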;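 note: 0% = DMSO wells and 100% = triacsin C control wells; some results filed as inactive read as strong as hits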
H9c2 TAG inh DAPI viability: further read-out of H9c2 TAG inh, marked with its call; DAPI nuclei signal change (viability), lower = more cytotoxic, %;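 whole-well DAPI fluorescence read on a plate reader as a viability signal; minus 50 percent equals half of cells still viable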
Starred values were filed as active, the others as inactive; & = joins results of further samples. The list is partial; the hit share may differ from the screen's.

Screens in order: H9c2 TAG inh | H9c2 TAG inh DAPI viability
- COc1ccc(CC(=O)Nc2ccc(C(N)=O)cc2)cc1
 : -7.1 | 5.3
- N/C(=N\OC(=O)COc1ccc([N+](=O)[O-])cc1)c1cccnc1
 : 2.6 | -5.3
- O=C(Nc1ccccc1C(=O)N1CCN(Cc2ccccc2)CC1)c1ccc(F)cc1
 : -14.4 | 6.2
- CCCCN(C1CCS(=O)(=O)C1)S(=O)(=O)c1ccc(OC)c(OC)c1 (stereo not drawn)
 : 0.2 | -3.3
- CC(C)(C)c1ccc(C(=O)NC(=O)COC(=O)c2ccc(Br)o2)cc1
 : 6.2 | -2.2
- CN1CCN(CCCCC(=O)c2ccccc2)CC1
 : -4.6 | -2.2
- COc1cccc(/C=N/NC(=O)C(=O)NCc2ccco2)c1OC
 : -2.5 | 7.1
- COCCNCC(=O)Nc1nc(C)cs1
 : 4.3 | -2.7
- Cc1nc(C)c(-c2csc(NCc3ccccc3)n2)s1
 : -107.9 | 8.3
- Cc1c(NC(=O)c2cc(-c3ccc(F)cc3)nc3ccccc23)c(=O)n(-c2ccccc2)n1C
 : -0.8 | -6.1
- C=CCn1c(SCC(=O)Nc2cc(C)ccc2C)nnc1-c1cnccn1
 : 1.9 | 6.4
- O=C(C1COc2ccccc2O1)N1CCN(S(=O)(=O)c2cc(F)ccc2F)CC1 (stereo not drawn)
 : -9.8 | -5.2
- CC(=O)N/N=C/c1c(C)[nH]n(-c2ccccc2)c1=O
 : -1.4 | 13.0
- CCn1c2ccccc2c2cc(NC(=O)CN(C)CC(=O)Nc3ccc(N4CCOCC4)cc3)ccc21
 : 16.9 | 24.3
- CC1Cc2ccccc2N1C(=O)CSc1nnc(-c2ccc(S(=O)(=O)N3CCCC3)cc2)o1 (stereo not drawn)
 : -12.0 | 4.5
- c1cncc(CSc2nnc3ccc(-c4ccco4)nn23)c1
 : 14.4 | -3.3
- N#CC1(NC(=O)Cn2cc(C(F)(F)F)cc(Cl)c2=O)CCCCC1
 : -2.5 | -7.8
- Cc1ccccc1NC(=O)Cc1nnc(NC(=O)Nc2ccccc2F)s1
 : 6.0 | 0.1
- COC(=O)c1c(-c2cccs2)csc1NC(=O)CN1CCOCC1
 : 2.1 | -1.2
- Cc1cc(Nc2ccccc2)nc(NCc2ccccc2)n1
 : -15.9 | 5.9
- O=C(O)CCC(=O)Nc1sc2c(c1C(=O)NCc1ccccc1)CCCC2
 : 17.8 | -13.9
- COc1cc(C(=O)NCc2ccc3[nH]c(C)cc3c2)cc(OC)c1OC
 : 6.5 | -10.3
- Cc1ccc(NS(=O)(=O)N2CCOCC2)cc1
 : 3.0 | -0.5
- O=C(Nc1nnc(-c2cccs2)o1)c1cc(-c2ccccc2)nc2ccccc12
 : 17.8 | 1.7
- CC(=O)C1=C(O)C(=O)N(CCCn2ccnc2)C1c1ccc(Cl)cc1 (stereo not drawn)
 : -9.7 | 1.8
- Cc1ccc(NC(=O)COc2cccc(-n3cnnn3)c2)cc1S(=O)(=O)N1CCOCC1
 : -31.5 | -2.3
- Cc1ccc(N2C(N)=C(C#N)C(c3cc(CN4CCOCC4)cs3)C3=C2CC(C)(C)CC3=O)cc1 (stereo not drawn)
 : -8.5 | 10.5
- CCOc1ccccc1OCCCC(=O)N(CC)CC(=O)Nc1c(F)cccc1F
 : 12.2 | 3.3
- CS(=O)(=O)N1CCCCC1CCN1CCCCC1 (stereo not drawn)
 : 1.8 | -2.5
- O=C(COC(=O)CNC(=O)c1ccc(Br)cc1)NCCC1=CCCCC1
 : -6.7 | 13.4

Next part:
Screens in order: H9c2 TAG inh | H9c2 TAG inh DAPI viability
- COc1ccc(CNC(=O)CCNS(=O)(=O)c2ccc(C)cc2)cc1
 : -16.8 | 3.7
- O=C(NCCc1ccc(F)cc1)NC12CC3CC(CC(C3)C1)C2
 : 2.4 | -0.9
- CCOc1ccccc1-c1nc(-c2ccc(NC(=O)Cc3ccccc3OC)cc2)no1
 : 71.4* | 4.2*
- C=CCN1C(=O)C(Cc2cccc(Cl)c2)SC1=Nc1ccc(C(=O)O)cc1 (stereo not drawn)
 : 17.3 | -3.1
- CCN(c1ccc(NC(=O)COC(=O)c2cccs2)cc1)C(C)C
 : -7.2 | 5.8
- CC(C)C[C@H](NC(=O)NCCC1=CCCCC1)C(=O)O
 : -12.4 | -3.0
- COc1cc(NC(=O)Cn2nc(-c3ccc(F)cc3)ccc2=O)ccc1-n1cnnn1
 : -1.4 | 1.8
- Cc1ccc(NC(=O)c2c3c(nc4ccccc24)CCC3)cc1S(=O)(=O)N(C)C
 : -0.8 | -5.0
- CCOC(=O)N1CCN(c2ccc(N3C(=O)CCCC3=O)cc2[N+](=O)[O-])CC1
 : -6.2 | 11.2
- O=C(Cn1cc(/C=C\[N+](=O)[O-])c2ccccc21)Nc1ccccc1
 : -13.4 | 2.5
- O=C(COc1nncc2ccccc12)Nc1ccc(Br)cc1F
 : -0.6 | -11.5
- Cc1ccc(N2C(=O)c3ccccc3C2Nc2ccc(S(=O)(=O)N3CCOCC3)cc2)nc1 (stereo not drawn)
 : 8.0 | -12.3
- COc1ccc(NC(=O)CSc2nc3c(c(=O)n2-c2ccccc2OC)SCC3)cc1
 : -0.6 | -7.3
- Cc1cccc(C(=O)NC2CC3CCCC(C2)N3Cc2ccccc2)c1 (stereo not drawn)
 : 1.9 | -2.2
- Cc1cc(C)nc(SC(C)CNS(=O)(=O)c2ccccc2)n1 (stereo not drawn)
 : -18.5 | 1.4
- COc1ccc(C(=O)NCC(=O)NCc2ccncc2)cc1
 : -13.1 | -9.4
- NC(=O)CC1SC(N)=NC1=O (stereo not drawn)
 : 4.3 | -0.3
- Nc1cc(OC(=O)c2cccs2)nn1S(=O)(=O)c1ccccc1
 : -6.0 | 10.8
- COc1ccc(C2=NS(=O)(=O)N(C)C(C(=O)NC3CCCCC3)=C2)cc1
 : 8.0 | -12.6
- COc1cc(C(=O)NCc2cn3cccc(C)c3n2)cc(OC)c1OC
 : 5.0 | 9.1
- Cc1c(CCC(=O)O)c(=O)oc2cc3occ(-c4ccc(F)cc4)c3cc12
 : 9.3 | -6.9
- Cc1ccccc1OCC(O)CN1CCN(CCN2C(=O)c3cccc4cccc(c34)C2=O)CC1 (stereo not drawn)
 : -64.4 | 40.1
- CC(NC(=S)NNS(=O)(=O)c1ccc(C(C)(C)C)cc1)c1ccccc1 (stereo not drawn)
 : -20.1 | 2.8
- CCCN(CCC)C(=O)CC(c1ccccc1)c1ccco1 (stereo not drawn)
 : -23.4 | 12.2
- O=S(=O)(NCc1ccc(F)cc1)c1cc(Br)ccc1Br
 : -12.9 | -8.2
- CCN(C(=O)Cc1cccs1)c1nnc(-c2cc(OC)c(OC)c(OC)c2)s1
 : 27.1 | -11.7
- COc1c(Cl)cnn(-c2ccccc2)c1=O
 : 2.8 | 0.6
- COc1ccc(C)cc1-n1nnnc1SCc1nc2ccccc2c(=O)[nH]1
 : -1.3 | -2.2
- [O-]/C(=C(\C(=S)Nc1ccc(SC(F)F)cc1)[n+]1ccccc1)c1ccc(Cl)cc1Cl
 : -10.2 | -3.6
- COc1ccc(C(=O)NC2CCSc3ccccc32)cc1 (stereo not drawn)
 : -28.6 | 7.9

Continued.
Screens in order: H9c2 TAG inh | H9c2 TAG inh DAPI viability
- COc1ccc(N2CCN(CCCNC(=O)CN3CCN(Cc4ccccc4C)C3=O)CC2)cc1
 : 3.4 | 8.4
- CCOC(=O)C1CCCN(CCC(=O)Nc2cc(C)cc(C)c2)C1 (stereo not drawn)
 : -5.2 | 16.9
- COc1ccccc1C(OC(=O)c1ccco1)C(=O)NC(C)(C)C (stereo not drawn)
 : -12.1 | 6.8
- Cc1ccccc1CNC(=O)C(=O)NCC1OCCCN1S(=O)(=O)c1cccs1 (stereo not drawn)
 : 39.7 | 3.1
- CCN1CCN(CCOc2ccc(Cl)cc2)CC1
 : 0.7 | -3.0
- CC(=O)Nc1ccc(S(=O)(=O)N(C)CC(=O)OC(C)C(=O)N(C)C2CCCCC2)cc1 (stereo not drawn)
 : 12.4 | -6.5
- O=S(=O)(c1cccc(F)c1)N1CCN(c2ncnc3scc(-c4ccc(F)cc4)c23)CC1
 : 3.7 | 2.2
- COc1ccc(-n2nc(C)c3onc(C)c3c2=O)cc1
 : 0.9 | 7.1
- CCc1nc2ccc(C(=O)NCCOc3ccc(OC)cc3)cn2c1N(C)Cc1nccn1C
 : 16.8 | -9.9
- C[C@]12c3[nH]c4cc(-c5ccco5)ccc4c3CCN1C(=O)[C@@H](CC(=O)NCCCn1ccnc1)C[C@@H]2C(=O)N1CCOCC1
 : 3.7 | 5.1
- COc1ccc(Oc2nnc(-c3ccccc3)cc2C#N)cc1
 : 13.9 | 3.1
- O=C(Cc1ccc(S(=O)(=O)N2CCOCC2)s1)NCCOc1ccccc1F
 : -12.0 | 9.1
- O=C(c1ccccc1Oc1ccccc1)N1CCN(c2ccccc2)CC1
 : -10.6 | 0.2
- N/C(=N\OC(=O)CCC1CCCC1)c1ccc(Br)cc1
 : -0.5 | 6.9
- COc1ccc(S(=O)(=O)N2CCN(c3cnccn3)CC2)cc1
 : -6.3 | 4.1
- Cc1ccccc1NC(=O)N1CCN(S(=O)(=O)c2ccccc2)CC1
 : -3.7 | -0.6
- COC(=O)c1ccc(COc2ccc(-c3nnn(CC(=O)NC(C)(C)C)n3)cc2)cc1
 : 1.4 | 4.3
- COc1ccc(/C=C/C(=O)NC(=S)Nc2ccc(S(N)(=O)=O)cc2)cc1
 : 15.0 | -2.5
- CNC(=O)c1cc2c(cn1)[nH]c1ccccc12
 : 8.7 | -7.7
- COc1ccc(C(=O)CN2C(=O)C(C)(C)Oc3ccc(C(=O)N4CCCCCC4)cc32)cc1
 : -15.6 | -13.8
- O=C(/C=C/c1ccco1)OCC(=O)N1CCCCC1
 : 0.0 | -0.5
- O=C(NN=C1CCCC1)c1ccc(O)cc1O
 : 0.1 | 0.5
- Cc1ccc(NC2OC(C(O)CO)C(O)C2O)cc1[N+](=O)[O-] (stereo not drawn)
 : -10.8 | 3.6
- COc1ccccc1-c1nnc(SCC(=O)N2CC(C)CC(C)C2)o1 (stereo not drawn)
 : 1.0 | 3.7
- COc1ccc(Cc2nc3ccc(C(=O)N(C)C(C)c4ccon4)cc3o2)cc1 (stereo not drawn)
 : -26.9 | -1.9
- O=C(Nc1ccnn1C1CCN(Cc2cccc(F)c2F)CC1)C1CCCC1
 : -0.2 | 4.1
- COc1ccc(NC(=O)Nc2nnc(N3CCC(C)CC3)s2)cc1OC
 : -4.4 | -2.8
- CN(C)c1ccc(S(=O)(=O)N2CCCCC2)cc1NC(=O)C1CSC2(C)CCC(=O)N12 (stereo not drawn)
 : -10.1 | -5.5
- Cc1ccc(CNC(=O)c2ccc[nH]2)cc1
 : -6.9 | 0.4
- COc1cc(OC)c(OC)cc1/C=N/n1c(-c2n[nH]c3c2CCC3)n[nH]c1=S
 : 0.6 | -4.5

Additional structures:
Screens in order: H9c2 TAG inh | H9c2 TAG inh DAPI viability
- O=C(COC(=O)c1nc(Cl)ccc1Cl)c1ccc(Cl)s1
 : 0.3 | 5.3
- Cc1cccc(-n2nnnc2SCC(=O)N(CC(C)C)c2c(N)n(CC(C)C)c(=O)[nH]c2=O)c1
 : 3.6 | -3.6
- O=[n+]1cc(-c2ccc(Cl)cc2)n([O-])c2c1CCC2
 : 13.6 | -11.3
- CCCC1(c2ccccc2)NC(=O)N(CC(=O)Nc2sc(-c3ccccc3)cc2C(=O)OCC)C1=O (stereo not drawn)
 : 29.0 | 7.1
- COc1ccc(Br)cc1S(=O)(=O)NCCc1cccs1
 : -16.6 | 9.2
- COc1ccc(C2CC(C(F)(F)F)n3ncc(C(=O)Nc4cccc(O)c4)c3N2)cc1OC (stereo not drawn)
 : 3.7 | -2.5
- COc1cccc(/C=N/n2c(-c3ccco3)nc3ccccc3c2=O)c1
 : -2.7 | -1.9
- CCCN(CCC)C(=O)Cn1c(=O)n(CCC(=O)NCCc2ccccc2)c(=O)c2ccccc21
 : 11.5 | -3.2
- Cc1ccc(CNC(=O)CSc2nc3c(sc4ccccc43)c(=O)n2CCCN2CCCC2)cc1
 : 37.3 | -22.8
- CCO[C@@H]1OC(C(=O)N2CCOCC2)=C[C@H](c2cn(C(C)=O)c3ccccc23)[C@H]1CCCO
 : -6.1 | -1.3
- CC(C)COc1cccc(C(=O)N(CC(=O)Nc2ccccc2C(F)(F)F)Cc2ccco2)c1
 : 4.8 | 4.3
- Cc1ccc(OCc2cc(C(=O)N(C)Cc3cnn(C)c3)no2)cc1C
 : -11.8 | 4.0
- CCC1CCCCN1C(=O)COC(=O)c1cc(=O)[nH]c2ccccc12 (stereo not drawn)
 : 6.0 | -3.2
- COc1ccc(CNC(=O)C2CCC(CNc3c(N4CCOCC4)c(=O)c3=O)CC2)cc1 (stereo not drawn)
 : 7.4&-0.4 | 8.6&-6.1
- O=C(CSc1n[nH]c(-c2ccccc2)n1)Nc1ccc(F)cc1F
 : -15.1 | 8.0

High-throughput results as filed in PubChem.
